thrombin 1536: blocks human thrombin protease activity; 0.26% of 220,000 active; AID 1046; alpha-thrombin, Boc-VPR-AMC fluorogenic substrate cleavage; inhibition, % at 5 µM; P00734;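 active = inhibition at or above 40%; inactive = inhibition below 40%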;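 note: 0% = enzyme with no compound and 100% = wells without enzyme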
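Test system: human alpha-thrombin; medium: pH 7.5 Tris-saline with Tween 20; times: reaction at room temperature; signal: AMC fluorescence at 355 nm excitation and 460 nm emission; also added: Boc-VPR-AMC substrate, 15 µM final; dosing: one concentration per compound, 5 µM, with 0.2% DMSO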
PERK inh: inhibitors of human PERK kinase; Q9NZJ5; CHO PERK-DD fusion, SEAP luminescence translation reporter; 0.17% of 220,000 active; inhibition, % at 5.6 µM;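 active = inhibition above the mean inhibition of all tested compounds plus 3 SD, set separately per screening campaign, cut at about 2.9% in these data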;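 note: PERK kinase domain activated by AP20187 dimerizer at 100 nM; 0% = DMSO with dimerizer and 100% = rapamycin at 8.4 µM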
KLK5 inh: inhibitors of human kallikrein 5; Q9Y337; inhibition, % at 5 µM; 0.59% of 210,000 active; recombinant hK5, fluorogenic AMC substrate cleavage;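 active = inhibition of 40% or more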;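 note: 0% = enzyme controls without compound and 100% = no-enzyme blanks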
KCC2 mod: KCC2 (human) Cl- transport modulation; B-score of Tl+ flux slope (higher = more flux/activation; lower = inhibition) at 10 µM; AID 1456; KCC2 cells, thallium flux FluoZin-2 fluorescence; 2.2% of 190,000 active;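 active = thallium flux slope and its plate-corrected score both differing from the plate sample mean at a set confidence after two filtering rounds, in either direction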;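 note: slope of fluorescence scaled to starting intensity during 10 to 20 s after thallium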
Target sequence (Q9H2X9 whole entry, looked up): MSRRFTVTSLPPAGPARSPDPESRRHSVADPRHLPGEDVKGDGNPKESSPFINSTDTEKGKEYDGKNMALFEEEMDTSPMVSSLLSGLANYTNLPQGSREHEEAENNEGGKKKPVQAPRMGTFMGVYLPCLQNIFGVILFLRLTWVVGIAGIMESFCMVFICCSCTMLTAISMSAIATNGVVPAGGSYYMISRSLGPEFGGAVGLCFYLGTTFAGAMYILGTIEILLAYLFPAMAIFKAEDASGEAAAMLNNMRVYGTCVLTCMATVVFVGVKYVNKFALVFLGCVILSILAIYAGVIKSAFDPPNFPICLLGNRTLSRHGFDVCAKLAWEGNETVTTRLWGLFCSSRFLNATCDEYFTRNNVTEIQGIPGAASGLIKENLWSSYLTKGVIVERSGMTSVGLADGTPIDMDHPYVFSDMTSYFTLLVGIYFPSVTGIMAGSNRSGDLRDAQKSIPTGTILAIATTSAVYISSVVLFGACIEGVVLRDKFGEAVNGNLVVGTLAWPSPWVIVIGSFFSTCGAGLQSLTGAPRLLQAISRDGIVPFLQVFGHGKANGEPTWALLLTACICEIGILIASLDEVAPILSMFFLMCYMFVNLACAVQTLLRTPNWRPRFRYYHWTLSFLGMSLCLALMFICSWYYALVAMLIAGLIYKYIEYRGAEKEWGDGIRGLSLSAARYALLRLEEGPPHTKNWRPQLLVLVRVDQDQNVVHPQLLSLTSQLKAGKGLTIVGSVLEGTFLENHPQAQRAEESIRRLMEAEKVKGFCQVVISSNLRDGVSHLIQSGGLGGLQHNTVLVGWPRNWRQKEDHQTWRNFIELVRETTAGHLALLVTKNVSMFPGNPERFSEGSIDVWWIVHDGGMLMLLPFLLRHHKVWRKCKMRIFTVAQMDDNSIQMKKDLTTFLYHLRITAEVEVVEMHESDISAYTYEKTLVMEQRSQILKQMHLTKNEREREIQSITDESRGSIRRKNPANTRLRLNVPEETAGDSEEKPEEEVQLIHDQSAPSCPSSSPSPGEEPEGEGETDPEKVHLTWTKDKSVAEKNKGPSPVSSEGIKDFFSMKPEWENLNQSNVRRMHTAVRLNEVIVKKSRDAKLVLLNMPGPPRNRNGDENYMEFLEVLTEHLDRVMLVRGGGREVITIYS
FXIa inh: factor XIa (human) inhibition | P03951 | purified FXIa, Boc-Glu-Ala-Arg-AMC fluorogenic substrate | inhibition, % at 5 µM | 0.14% of 220,000 active | AID 798;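 active = inhibition of at least 40%; inactive = inhibition below 40%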;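 note: fluorescence of freed AMC excited at 355 nm; 0% = enzyme without compound and 100% = no enzyme blank; many of its hits are not listed in these tables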
Furin inhibitor: blocks human furin protease activity; P09958; purified furin, fluorogenic substrate cleavage; inhibition, % at 30 µM; 0.061% of 220,000 active; AID 463115; in the data active = inhibition above about 25%; note: inactives centre near -15
Wee1 stabilizer: human Wee1 degradation inhibition, primary screen | HeLa Luc-Wee1K328M stability, luciferase luminescence; 100% = proteasome inhibitor MG132 effect | 1.2% of 220,000 active | reporter increase, % at 5 µM;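 active = activation above the mean of all tested compounds plus 3 SD, set per screening run, cut at about 8.8% in these data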;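 note: cells exposed to compound for 20 h before luminescence read; 0% = DMSO alone and 100% = MG132 at 30 µM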
p97 ATPase inh: blocks human p97 ATPase activity. P55072. recombinant p97 ATPase, Kinase-Glo ATP luminescence, 3 h. inhibition, % at 8 µM. 0.42% of 220,000 active. AID 1481; in the data active = inhibition above about 15%;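 note: 0% = DMSO vehicle and 100% = wells lacking enzyme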
FXIIa inh 1536: inhibitors of human coagulation factor XIIa; P00748; purified FXIIa, Boc-QGR-AMC fluorogenic substrate, 2 h; inhibition, % at 5 µM; 0.3% of 220,000 active; AID 800; in the data active = inhibition above about 40%;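 note: 0% = enzyme with no compound and 100% = blank without enzyme; many of its hits are not listed in these tables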
* hit, by the source's call; x = no result given; [ ] = remark or other dose.

mol,KCC2 mod,PERK inh,FXIa inh,Wee1 stabilizer,Furin inhibitor,FXIIa inh 1536,KLK5 inh,thrombin 1536,p97 ATPase inh
COc1cccc(/C=C2\N=C(SC)SC2=O)c1OC,-0.14,-0.3,9,-2,-16,21,-19,5,-3
CCc1nnc(NC(=O)CSc2nnc(CNc3ccc(F)cc3)n2C2CCCCC2)s1,1.2,-0.1,-3,-1,-20,6,-11,-4,0
O=C(NCc1ccco1)/C(=C/C=C/c1ccccc1)NC(=O)c1ccco1,-3.4,1.0,-2,-2,-3,4,-1,-12,10
Cc1cccc(CC(C)NC(=O)CCc2nnc(CCCCc3ccccc3)o2)n1 (centres undefined),-0.012,0.0,-6,-1,-19,1,-4,-16,-3
COCCCNCCOc1ccc(C)cc1[N+](=O)[O-],0.85,1.3,8,4,-9,11,-19,-4,8
CCc1nc(N2CCCC(C)C2)c2oc3ccccc3c2n1 (centres undefined),0.56,-0.1,1,-1,-20,10,12,-2,4
Cc1cc(C)c(S(=O)(=O)N2CCCCC2)c(C)c1N(C)S(=O)(=O)c1ccccc1,-0.19,-1.8,20,-3,-8[20 µM],21,-1,-2,-3
O=C(O)Cc1ccc2[nH]c3ccc(CC(=O)O)cc3c2c1,0.59,0.7,-6,1,-15,2,-3,-7,3
CCOc1cc(/C=C2/NC(=O)N(Cc3ccccc3F)C2=O)ccc1O,-0.55,-1.1,10,-3,-13[20 µM],18,-4,3,-7
Brc1ccc(C2Nc3cccc4cccc(c34)N2)s1,0.12,1.2,5,2,-12,6,-13,-1,-4
Cc1cnc(C(=O)OCC(=O)NC(C)CCc2ccccc2)cn1 (centres undefined),-0.76,1.2,-9,-2,-23,3,-6,-4,9
Cc1cc(Br)cn2ccnc12,0.095,3.0*,4,1,-19[20 µM],16,-15,1,7
O=S(=O)(Nc1ccc2c(c1)OCCO2)c1ccc2oc3ccccc3c2c1,-1.8,-0.5,2,2,-11[20 µM],20,-1,5,0
Cc1ccc(/C=C/C(=O)NC2CCS(=O)(=O)C2)cc1 (centres undefined),0.12,0.7,-1,1,-20,5,-1,-5,5
O=C1Nc2ccccc2C1(O)Cc1ccccn1 (centres undefined),0.28,0.7,-4,1,1,6,7,-1,-5

Reprinted from the part before: 2 compounds, then new ones.
mol,KCC2 mod,PERK inh,FXIa inh,Wee1 stabilizer,Furin inhibitor,FXIIa inh 1536,KLK5 inh,thrombin 1536,p97 ATPase inh
Cc1ccc(/C=C/C(=O)NC2CCS(=O)(=O)C2)cc1 (centres undefined),0.12,0.7,-1,1,-20,5,-1,-5,5
O=C1Nc2ccccc2C1(O)Cc1ccccn1 (centres undefined),0.28,0.7,-4,1,1,6,7,-1,-5
O=C(O)CN(c1ccccn1)S(=O)(=O)c1ccc(Cl)cc1,-0.27,0.4,3,-2,-22[20 µM],14,-8,1,4
CN(C(=O)CSc1cc(C(=O)c2nccn2C)c2ccccc2n1)c1ccccc1,0.36,-3.0,1,3,-7,10,3,3,-8
Oc1[nH]c2ccccc2c1OCc1ccncc1,1.1,0.4,1,-2,-2,1,0,-1,-2
COc1ccc(OC)c(C2(O)CSC(=Nc3cccnc3)N2Cc2ccco2)c1 (centres undefined),-0.11,1.4,0,-2,-16,7,-2,5,3
Cc1cc2c(c(=O)o1)C1(C(=O)N(C)c3ccccc31)C(C#N)=C(N)O2 (centres undefined),0.87,0.4,6,4,-27,13,-6,4,5
Cc1sc(NC(=O)CCC(=O)O)c(C(N)=O)c1-c1ccccc1,0.52,0.8,12,2,-12,17,-2,8,1
COc1ccccc1NC(=O)/C(=N/OCc1ccc(F)cc1)C(C)=O,-1.3,-0.2,2,0,-29,5,-2,-12,5
CCc1ccc(C(=O)COC(=O)c2cc([N+](=O)[O-])ccc2NCCO)cc1,-4.3*,-0.3,-6,-4,-4,-2,-6,-2,-6
COc1ccc(C(=O)NCC(=O)OCC(=O)c2ccc3c(c2)NC(=O)CO3)cc1OC,0.25,0.5,-1,-3,-16,-4,-4,-17,-3
CCOc1ccc(-c2nnc(-c3ccccc3)n2-c2ccccc2)cc1,-0.44,-1.3,-4,4,-12[20 µM],2,-12,1,9
COc1ccccc1S(=O)(=O)Cc1ccc(C(=O)N2CCCC2)o1,0.45,0.8,3,0,-17,11,-21,-4,4
NC(=O)c1nsc(C(=O)N(CC(=O)NCc2ccco2)c2ccccc2F)c1N,0.52,-0.1,5,1,-14[20 µM],19,-16,1,2
CCSc1ccc(C(=O)Nc2ccc(Br)cn2)cc1[N+](=O)[O-],0.53,1.4,-1,-2,-20,5,2,-10,4
N#C/C(=C(/O)CSc1n[nH]c(N)n1)c1nc2ccccc2[nH]1,-0.33,1.7,-1,-2,-19,11,-6,-1,6
Cc1ccc(C)c(NS(=O)(=O)c2ccc(NC(=O)c3ccco3)cc2)c1,0.11,-0.7,-4,3,-20[20 µM],-4,-28,-2,-5
Cc1c(NC(=O)CCC(=O)N2CCCCC2)c(=O)n(-c2ccccc2)n1C,-1.8,1.1,3,-1,-14,17,0,1,3
COC(=O)Nc1nncs1,-0.27,2.4,-1,-1,-14,7,1,-2,1
Cc1ccc(-n2nc3c(N4CCN(c5ccccc5)CC4)nnc(C)c3c2C)cc1,-0.39,0.5,x,-2,-7[20 µM],x,x,x,3
CCN1CCN(c2nc3sc4c(c3c(=O)n2-c2ccc(OC)cc2)CCCCC4)CC1,0.38,-1.4,2,6,-3[20 µM],10,-4,6,-11
CC(C)CN1CCC(CNC(=O)CCc2nnc(Cc3c[nH]c4ccccc34)o2)CC1,0.72,1.3,0,-3,-24,4,-5,-14,3
O=C(CCCC(=O)N/N=C/c1ccccc1C(=O)O)N/N=C/c1ccccc1C(=O)O,0.3,3.5*,4,-1,-20,7,4,-1,6
O=C(Nc1ccc(Cl)cc1)N(Cc1nc2ccccc2c(=O)[nH]1)Cc1cccs1,-0.047,-0.3,-10,2,3,1,-24,-11,-1
O=C(N/N=C/c1cccnc1)C1CCCCC1,1.2,0.9,4,-2,-28,-5,-4,-10,8
CCCCCCCCCCOC(=O)C[N+](C)(C)CC1CCCCC1O (centres undefined),0.2,-0.1,-7,0,-5,-1,-7,-9,-4
COc1cc(/C=C2\CCOC2=O)cc(OC)c1OC,0.57,2.6,2,-1,-8,9,0,-1,-1
C/C(=N\NC(N)=O)c1cccc(Cl)c1,-2.3,2.5,23,0,-12,23,-20,-8,5
CCn1cc(C(=O)Nc2cc(C)ccc2C)c(=O)c2ccc(C)nc21,x,0.1,18,0,-13,11,3,-12,2
O=C(CCC(=O)N1CCN(c2ccc(F)cc2)CC1)c1ccc(F)cc1,-2.2,-0.2,-2,0,-9,0,-3,-15,1
COc1cc(OC)cc(C(=O)Nc2c(C)nn(-c3ccccc3)c2C)c1,-0.9,1.4,9,3,-11,5,-20,-5,2
Cc1nc(C(C)(C)O)n(-c2ccccc2)n1,0.53,1.7,6,-2,-10,18,11,1,5
CC(C)c1nc2ccccc2c2nnc(SCC(=O)NCc3ccco3)n12,0.017,0.1,-18,-2,-17,-19,-21,-4,2
Cc1ccc(N2C(=O)CC(C3CCCO3)C2=O)cc1 (centres undefined),0.59,0.4,-9,6,-11[20 µM],-3,-2,-3,-2
COC(=O)c1sc2nc(CSc3ccc(Br)cc3)[nH]c(=O)c2c1C,1.3,1.1,5,6,-11,2,-7,-7,7
CCOc1ccc(-n2c(=O)cc(N3CCN(c4ccc(F)cc4)CC3)[nH]c2=O)cc1,0.46,-0.7,-1,-1,-34,7,0,-3,6
CC(=O)N1CCN(Cc2nc3cc(NC(=O)Cn4nc(C)c5ccccc5c4=O)ccc3n2C)CC1,x,1.1,8,8,-9[20 µM],17,8,3,2
Cc1ccc(NC(=O)CN2C(=O)S/C(=C\c3cccn3C)C2=O)cc1,x,0.0,17,-1,-12[20 µM],24,7,8,-2
c1ccc(CSc2ncnc3c2oc2ccccc23)cc1,0.49,0.1,x,1,-13[20 µM],x,x,x,0
CCOC(=O)c1cnc2cc(-c3ccc(C)cc3)nn2c1-c1ccccc1,-1.1,0.6,2,-1,-2[20 µM],6,18,-7,-4
CCn1c(/C(C#N)=N/O)nc2ccccc21,-0.58,1.1,-1,-1,-1,0,-7,-2,-2
NC(=O)C(=O)NCCCN1CCOCC1,2.5,0.6,1,1,-32,10,2,15,4
O=[N+]([O-])c1cccc(-c2ncc3ccccn23)c1,0.11,0.2,-3,-2,-13,7,-5,7,6
Cc1nnc(N(C)C(=O)c2ccncc2)s1,x,-0.1,-7,-2,-13,-1,1,-5,-2
O=C(N/N=C/c1ccc(N2CCOCC2)cc1)C1COc2ccccc2O1 (centres undefined),0.012,0.7,2,-2,-22,3,-1,-3,2
O=C(Nc1ccc(Cl)c(-c2nc3ccccc3[nH]2)c1)c1cccnc1,x,-0.7,-1,1,-7[20 µM],6,-17,-3,2
CCN(CC(=O)Nc1ccc(NC(C)=O)cc1)C(=O)/C=C/c1cccs1,1.2,0.6,0,3,-8,4,6,-7,-2
O=C(CCc1c[nH]c2ccccc12)N=Nc1c(O)[nH]c2ccccc12,-0.12,0.4,-6,-1,-27,10,-1,-23,0
Cc1ccc(CNC(=O)C2C3C=CC(C3)C2C(=O)O)cc1 (centres undefined),-0.86,-0.6,6,-2,-22[20 µM],2,11,-2,-2
CCOC(=O)CN1C(=O)S/C(=C/c2cccc([N+](=O)[O-])c2O)C1=O,0.032,0.3,-3,10*,-28,6,0,-4,0
CCN(CC)CCNC(=S)Nc1ccc(Cl)cc1,-0.47,0.2,-4,-2,-23,6,-6,3,3
Cc1cccc(N(CC(=O)NCCSCc2ccccc2)S(C)(=O)=O)c1C,-0.66,0.3,-6,-1,-9,1,x,-8,-3
CCn1nnnc1SCC(=O)Nc1ccc2c(c1)OCCO2,1,1.5,-5,2,-7[20 µM],4,-10,-4,6
Cc1cc(C(=O)N2CCN(C/C=C/c3ccccc3)CC2)cs1,-1.2,-1.0,5,-1,-12[20 µM],5,-26,-6,-9
CC12CCC(=O)N1C(C(=O)OCC(=O)Nc1ccc(Cl)c(Cl)c1)CS2 (centres undefined),-0.39,0.5,-6,21*,-21,10,0,2,-3
O=S(=O)(c1cccc(C(F)(F)F)c1)N1CCN(c2ccccc2)CC1,0.63,0.3,-1,2,-23[20 µM],1,-1,1,1
Cc1c(Cl)cccc1N(CC(=O)N1CCCCCC1)S(C)(=O)=O,-0.48,0.6,0,-1,-18,16,5,0,5
COc1cc(/C=N/NC(=O)c2ccccn2)cc2c1OCO2,0.2,0.9,2,5,-20,15,-12,3,3
COc1ccc(CCNC(=O)C2CC(=O)N(C3CCCC3)C2)cc1OC (centres undefined),x,0.6,1,7,-22,2,0,-5,8
CC1=NNC(=O)C1Cc1ccc(F)cc1 (centres undefined),-0.3,1.9,7,0,-43,4,7,-1,2
CCNC(=S)Nc1scc(-c2ccccc2)c1C(=O)OCC,42*,0.9,5,0,-5,10,-17,-9,6
Nc1c(C(=O)Nc2ccccc2)sc2nc3c(c(-c4ccco4)c12)CCC3,0.22,-0.3,3,-2,-13[20 µM],-6,1,-20,-1
Cc1cc(C)n(-c2ccc(C(=O)OCc3nnc(-c4ccccc4)o3)cc2)n1,1.7,0.3,4,-1,-8,18,-15,1,2
